Diaphorase act = compounds boosting diaphorase resazurin reduction – biochemical, uHTS, resorufin fluorescence, counter-screen for diaphorase-coupled primary assays, primary screen; 190,000 tested, 0.005% active; Diaphorase/resazurin coupled assay, 16 min; active compounds read high; 1 = vehicle wells, 0 = NADH-free wells; activation factor at 20 µM;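 active = diaphorase activity raised at least twofold by the compound at 20 µM; inactive = activation factor below 2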
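Assay system: bacterial diaphorase enzyme (C. kluyveri) / Input: enzyme 0.07 U/mL final / Medium: 50 mM HEPES pH 7.4 with 4.542 mM MgCl2, 0.005% Tween 20 / Doses: single compound dose of 20 µM, 1% DMSO final / Incubation: 16 min enzyme reaction, ambient temperature / Signal: fluorescence, excitation 544 nm and emission 590 nm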
PMI activator = activators of human PMI, primary screen, biochemical, fluorescence intensity, near-Km mannose 6-phosphate. Mannose-6-phosphate isomerase (Homo sapiens), P34949. purified human PMI, coupled resazurin fluorescence, 20 min; active compounds read high; 1 = vehicle control, 0 substrate-free wells. activation factor at 20 µM. 190,000 tested, 0.005% active. AID 1214, 2008;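 active = activation factor of 2 or more at 20 µM, relative to plate controls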
TNAP inh noacc = human TNAP enzyme inhibitors, primary screen, biochemical, luminescent, no phosphate acceptor, uHTS; Alkaline phosphatase, tissue-nonspecific isozyme (Homo sapiens), P05186; purified TNAP, CDP-star luminescence, 30 min; inhibition, % at 20 µM; 200,000 tested, 0.26% active; AID 1012, 2008;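 active = tissue-nonspecific alkaline phosphatase inhibition above about 50% at 20 µM in the single-dose screen, limit read from the data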;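 note: 0% = DMSO negative control and 100% = EDTA positive control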
Target sequence (P05186 whole entry, looked up): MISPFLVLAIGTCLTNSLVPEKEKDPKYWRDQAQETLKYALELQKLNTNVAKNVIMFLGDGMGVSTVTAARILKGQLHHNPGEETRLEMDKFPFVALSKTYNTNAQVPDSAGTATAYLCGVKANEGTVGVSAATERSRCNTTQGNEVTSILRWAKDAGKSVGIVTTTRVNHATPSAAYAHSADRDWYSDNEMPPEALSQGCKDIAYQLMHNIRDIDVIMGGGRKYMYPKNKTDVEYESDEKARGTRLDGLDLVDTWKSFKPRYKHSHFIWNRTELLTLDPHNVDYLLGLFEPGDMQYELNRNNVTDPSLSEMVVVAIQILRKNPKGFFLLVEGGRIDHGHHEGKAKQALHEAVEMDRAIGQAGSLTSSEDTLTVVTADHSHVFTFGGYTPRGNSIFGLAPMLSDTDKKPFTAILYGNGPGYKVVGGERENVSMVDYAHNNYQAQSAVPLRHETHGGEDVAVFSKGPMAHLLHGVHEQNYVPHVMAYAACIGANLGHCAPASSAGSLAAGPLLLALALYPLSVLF
PMI act satM6P = human PMI activators, high substrate, primary screen, biochemical, fluorescence intensity, near-saturating mannose 6-phosphate. Mannose-6-phosphate isomerase (Homo sapiens), P34949. coupled PMI enzyme assay, resazurin fluorescence, 20 min; active compounds read high; 1 = untreated enzyme, 0 = substrate-free blank. activation factor at 20 µM. 190,000 tested, 0.34% active;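 active = activation factor of 2 or more at 20 µM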
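Technique: Diaphorase-driven resazurin-to-resorufin fluorescence, excitation 544, emission 590 nm | Assay system: Human PMI in coupled enzyme assay | Times: Enzyme reaction with compound 20 min at room temperature | Medium: HEPES-buffered pH 7.4 with magnesium and detergent | Reagent: Mannose-6-phosphate 1.0 mM (near-saturating) plus 0.22 mM NADP+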
TNAP inh hi DEA = human TNAP enzyme inhibitors, primary screen, biochemical, luminescent, high phosphate acceptor level, uHTS; 200,000 tested, 0.03% active; purified TNAP, CDP-star luminescence, 1 M DEA; AID 1135, 2008; inhibition, % at 20 µM; Alkaline phosphatase, tissue-nonspecific isozyme (Homo sapiens), P05186;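 active = over 50% inhibition of tissue-nonspecific alkaline phosphatase at 20 µM in the single-dose screen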;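 note: plate controls were DMSO wells for no effect and EDTA-quenched wells as full inhibition for full effect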
bIAP act = bovine intestinal alkaline phosphatase activators, primary screen, biochemical, bovine IAP, CDP-star luminescence | alkaline phosphatase, intestinal [Bos taurus] | purified bovine IAP, 30 min; active compounds read high; fold of DMSO-control signal, blank-subtracted | activation factor at 20 µM | 200,000 tested, 0.17% active;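 active = activation factor of 2 or more at 20 µM, a signal rise over negative controls twice the positive control's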
Diaphorase inh = diaphorase inhibitors and chemical oxidizers, primary screen, counter-screen for diaphorase-coupled primary assays, biochemical, uHTS, resorufin fluorescence; inhibition, % at 20 µM; diaphorase resazurin-to-resorufin fluorescence, NADH, 16 min; bacterial (C. kluyveri) enzyme, not human; 190,000 tested, 0.69% active; AID 1217, 2008;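 active = primary screen inhibition at 20 µM above a set limit, cut at about 50% in these data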;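 note: plate controls were DMSO with full reaction for no effect and wells lacking NADH for full effect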
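System: Diaphorase enzyme from Clostridium kluyveri | Amount: Enzyme working solution with 0.14 U/mL diaphorase | Benchmarks: No-NADH positive control and DMSO neutral control | Signal: Fluorescence of resorufin formed from resazurin, Ex 544/Em 590 nm | Schedule: 16-min room-temperature incubation before reading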
TNAP act hiacc = TNAP activators at high phosphate acceptor level, primary screen, biochemical, luminescence, uHTS. purified TNAP, CDP-star luminescence, 1 M DEA, 30 min; active compounds read high; 0 = EDTA background, 1 = DMSO-only activity. activation factor at 20 µM. 200,000 tested, under 10 active;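 active = activation factor at least 2 at 20 µM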
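Control set: EDTA negative control, DMSO positive control / Assay system: human TNAP / Quantity: TNAP 1/800 final / Evaluation: TNAP activation factor scaled between EDTA and DMSO control wells / Measured by: luminescent substrate turnover signal / Compound dosing: one dose, 20 µM / Times: 30 min enzyme reaction at room temperature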
Lmaj promast = Leishmania major promastigote growth inhibition, primary screen; Leishmania major promastigotes, resazurin fluorescence viability; inhibition, % at 10 µM; 200,000 tested, 9% active; AID 1063, 2008; in the data active = inhibition above about 50%;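 note: promastigotes grown with compound for 44 hours at 28 °C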
bIAP inh = bovine intestinal alkaline phosphatase inhibitors, primary screen, selectivity assay for TNAP inhibitor project, biochemical, bovine IAP, CDP-star luminescence. alkaline phosphatase, intestinal [Bos taurus]. purified bovine IAP, 30 min. inhibition, % at 20 µM. 190,000 tested, under 10 active;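 active = over 50% inhibition of intestinal alkaline phosphatase at 20 µM in the single-dose screen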
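Assay system – bovine IAP enzyme · Quantity – bovine IAP at 1/65,000,000 final dilution · Detection – CDP-star luminescence signal · Times – 30 min reaction at room temperature · Also added – CDP-star substrate at 30 µM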
The depositor's hits bear a star.

Order of values: Diaphorase act	PMI activator	TNAP inh noacc	PMI act satM6P	TNAP inh hi DEA	bIAP act	Diaphorase inh	TNAP act hiacc	Lmaj promast	bIAP inh
1. CCOc1cc2c(cc1C=O)OC(C)C2 (centres undefined)
  0.9	1	-5	0.9	-2	1	10	1	9	0
2. CC1CC(C)CN(S(=O)(=O)c2ccc(C(=O)NN3CCOCC3)cc2)C1 (centres undefined)
  0.9	0.9	-9	0.9	1	1	14	1	6	-3
3. COc1ccc(S(=O)(=O)Nc2ccc(S(=O)(=O)N3CCOCC3)cc2)cc1C
  0.8	0.8	-11	0.8	-1	1	21	1	-1	4
4. CCC(C)[C@H](NC(=O)Nc1ccc(C(C)=O)cc1)C(=O)OC (some centres undefined)
  0.9	1	-14	1	-6	1	8	1.1	-5	4
5. c1csc(-c2nc3c4ccccc4c4ccccc4c3[nH]2)c1
  0.6	0.8	-10	0.6	-4	1.2	41	1	35	-22
6. O=Cc1cnc(N2CCOCC2)nc1
  1.1	1	-28	1.1	-2	1	-9	1	47	0
7. O=C(CSc1nnc(-c2ccncc2)o1)c1cccc([N+](=O)[O-])c1
  0.9	1.1	-47	0.9	0	0.8	9	1	-5	17
8. Cc1ccc(OCC(=O)O)c(-n2nc3ccccc3n2)c1
  0.9	1.1	-11	1	-6	0.8	6	1.1	-7	21
9. COC(=O)c1sc(NC(=O)C(C)C)c(C(=O)OC)c1C
  1	0.9	-5	1	-2	0.9	2	1	2	6
10. Cc1nc2cc3c(cc2c(C)c1C(=O)OC(C)C)OCO3
  0.8	1.1	-8	1.1	-1	0.8	16	1	1	18
11. CN(C)c1ccc(/C=N/NC(=O)c2ccccc2)cc1
  1	1	-4	1	-3	0.9	2	1	-1	8
12. C=CCSc1nc(C)c(CC(=C)C)c(=O)[nH]1
  0.9	1	2	1	-1	1	9	1	-6	4
13. C/C(=N\N=C1\NC(=O)C(CC(=O)Nc2ccc(C)c(Cl)c2)S1)C(C)C (centres undefined)
  0.9	0.9	-2	0.9	-1	1.4	15	1	12	-43
14. CCOC(=O)c1[nH]c(C)c(C(=O)OCC(=O)N2CC(=O)Nc3ccccc32)c1C
  0.9	0.8	-11	0.9	-2	1	10	1	-3	-2
15. O=C(CCNc1cccc(F)c1)c1cc2ccccc2o1
  0.9	0.8	-13	0.8	-2	1.1	11	1	20	-8
16. Cc1c(CN2CCC(CO)(Cc3cccc(C(F)(F)F)c3)CC2)c2ccccc2n1C
  1.2	1	-5	1.1	-6	0.9	-17	1.1	87*	7
17. O=C1CCCc2nc(N3CCN(c4ccccc4)CC3)ncc21
  0.9	0.9	-8	0.9	-4	0.9	8	1	-4	8
18. N=C(N)c1ccc(O)cc1
  0.9	0.9	-3	0.9	-2	1.2	13	1	-11	-16
19. FC(F)Oc1ccc(/C=N/NC(=S)Nc2cc(C(F)(F)F)ccc2Cl)cc1
  0.9	1	-6	1	-1	1.4	6	1	-8	-44
20. COc1ccc(S(=O)(=O)N2CCOCC2)cc1NC(=O)CSc1nnc(C2CC2)n1N
  1	1	-6	1	5	1	4	1	-4	3
21. COCCCN(Cc1ccccn1)S(=O)(=O)Cc1ccccc1
  0.9	1	-7	1	-4	1.2	10	1	-1	-15
22. CC(Nc1cc(N2CCOCC2)ccc1[N+](=O)[O-])c1ccccc1 (centres undefined)
  0.7	0.8	10	0.8	12	0.9	26	0.9	-2	11
23. COc1cc(CNCc2cccs2)cc(Br)c1OC
  1	1.1	3	1	-4	1	2	1	18	2
24. COc1cc(NC(=O)C(=O)NNC(=O)C2CCCCC2)c(OC)cc1Cl
  0.9	0.9	-173	0.9	1	0.9	11	1	19	8
25. Cc1ccc(C(=O)NCC(=O)OCC(=O)NC2CCS(=O)(=O)C2)cc1C (centres undefined)
  1	1	-9	1.1	3	1.1	-2	1	52*	-6
26. C/C(=N\OCc1ccccc1C#N)c1cc2ccccc2o1
  1.1	1.2	-4	1.1	-8	1.1	-8	1.1	-9	-9
27. Cc1c(=O)n(OCc2ccccc2F)c2ccccc2[n+]1[O-]
  1	1	-10	1.1	-2	0.9	-2	1	73*	11
28. COc1ccc(C2C(=O)N(C3CCCCC3)CC(=O)N2C2CCCCC2)cc1 (centres undefined)
  0.9	1.1	5	1.1	-5	1	5	1.1	27	3
29. O=C(Nc1ccc(F)cc1)NC1(C(=O)NCc2cccs2)CCCCC1
  1	1	-17	0.9	0	1	-2	1	87*	3
30. COc1cc2[nH]c(=O)n(CCC(=O)NC3CCCC3)c(=O)c2cc1OC
  0.9	0.9	-6	0.9	1	0.9	8	1	-5	8

Part of the list above, as a markdown table.
| item | SMILES | Diaphorase act | PMI activator | TNAP inh noacc | PMI act satM6P | TNAP inh hi DEA | bIAP act | Diaphorase inh | TNAP act hiacc | Lmaj promast | bIAP inh |
| --- | --- | --- | --- | --- | --- | --- | --- | --- | --- | --- | --- |
| 11 | CN(C)c1ccc(/C=N/NC(=O)c2ccccc2)cc1 | 1 | 1 | -4 | 1 | -3 | 0.9 | 2 | 1 | -1 | 8 |
| 12 | C=CCSc1nc(C)c(CC(=C)C)c(=O)[nH]1 | 0.9 | 1 | 2 | 1 | -1 | 1 | 9 | 1 | -6 | 4 |

The listing picks up, repeating the 4 entries before the break.
Order of values: Diaphorase act	PMI activator	TNAP inh noacc	PMI act satM6P	TNAP inh hi DEA	bIAP act	Diaphorase inh	TNAP act hiacc	Lmaj promast	bIAP inh
27. Cc1c(=O)n(OCc2ccccc2F)c2ccccc2[n+]1[O-]
  1	1	-10	1.1	-2	0.9	-2	1	73*	11
28. COc1ccc(C2C(=O)N(C3CCCCC3)CC(=O)N2C2CCCCC2)cc1 (centres undefined)
  0.9	1.1	5	1.1	-5	1	5	1.1	27	3
29. O=C(Nc1ccc(F)cc1)NC1(C(=O)NCc2cccs2)CCCCC1
  1	1	-17	0.9	0	1	-2	1	87*	3
30. COc1cc2[nH]c(=O)n(CCC(=O)NC3CCCC3)c(=O)c2cc1OC
  0.9	0.9	-6	0.9	1	0.9	8	1	-5	8
31. CCN(CCCNC(=O)C1CCC(=O)N1Cc1ccc(F)cc1)c1cccc(C)c1 (centres undefined)
  0.9	0.9	-11	0.9	-3	1.1	13	1	-2	-8
32. O=C1CCC(=O)N1c1ccccc1-c1ccccc1
  0.9	1.1	-12	1	-3	0.9	5	1	0	14
33. O=c1c2ccccc2nc2c3ccccc3c(NCc3ccco3)nn12
  0.5	0.9	-16	1	-5	0.9	50	1.1	2	11
34. O=c1c2[nH]c3ccccc3c2nc2n1CCCS2
  0.9	0.9	-4	1	-4	1.2	5	1	5	-20
35. CCOc1ccc(S(=O)(=O)N2CCN(Cc3ccccc3)CC2)c2cccnc12
  0.9	0.9	-4	0.5	2	1	14	1	4	-2
36. Cc1ccc(C)c(NS(=O)(=O)c2ccc3c(c2)Cc2cc(S(=O)(=O)Nc4cc(C)ccc4C)ccc2-3)c1
  0.9	0.9	-14	1	-5	1	9	1.1	21	-2
37. CC(=O)c1cccc(NC(=O)CSc2ccc(-c3ccc4c(c3)OCO4)nn2)c1
  0.9	1.1	-13	1	-5	1	8	1	35	3
38. Cc1c(C(=O)NCc2n[nH]c(=S)n2-c2ccc(F)cc2)cccc1[N+](=O)[O-]
  0.8	1.1	-3	1	-6	0.9	23	1.1	-3	8
39. CCOc1ccccc1CSc1nc2ccccc2[nH]1
  0.9	0.8	-25	0.9	2	1.1	15	1	11	-6
